# BRCT PPI green = inhibitors of human BRCA1 BRCT-phosphoprotein interaction (green fluorophore) | P38398 | BRCA1 BRCT-phosphopeptide binding, green fluorescence polarization | Potency, µM (highest dose often 76.9 µM), without a hit: at the highest dose activity change, negative = inhibition, usual class: inhibitors | 75,000 tested, 0.05% active | AID 875;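 also: potency is read from the fitted curve at half-maximal effect; plate controls were peptide without protein for full effect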
#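 Compounds were incubated for 12 min at room temperature with a complex of 100 nM fluorescein-tagged pBACH1 decapeptide and 250 nM His-tagged BRCT protein. Buffer was phosphate pH 7.3 with EDTA, DTT and Tween 20. Disruption of binding lowers the polarization signal.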
# BRCT PPI red = disrupts BRCA1 BRCT binding to phosphoprotein, red fluorophore readout; P38398; BRCT-phosphopeptide binding, red fluorescence polarization; Potency, µM (doses to about 76.9 µM), without a hit: at the highest dose activity change, negative = inhibition, hits mostly inhibitors; 75,000 tested, 0.03% active; AID 892; also: % is scaled to controls: 0 for no effect and ±100 for the full control effect
#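 Rhodamine-labelled pBACH1 10-mer (100 nM) bound to BRCT domain (100 nM) at pH 7.3; compounds incubated 12 min room temperature, polarization read. Free peptide defines full inhibition; unlabelled decapeptide titrated as control.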
# HEK293 cAMP ctrl = counter-screen for TSHR agonists: cAMP increase in parental HEK293 | Potency, µM (series often up to 57.1 µM), inactives show at the highest dose activation, usual class: activators | parental HEK293 CNG cAMP sensor, membrane potential fluorescence | 73,000 tested, 2.5% active; also: potency is read from the fitted curve at half-maximal effect; % of control where 0% means no effect; nearly all actives have a fitted effect of over 55% in size
#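 Parental HEK 293 cells stably expressing a cAMP-gated CNG channel were loaded with membrane potential dye containing 100 uM RO 20-1724 for 60 min. Compound added for 30 min; depolarization read as fluorescence intensity at 590 nm.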
# DNA Pol III inh = DNA polymerase III holoenzyme inhibition; AID 603; 71,000 tested, 0.25% active; reconstituted DNA polymerase III holoenzyme replication, biochemical; Potency, µM (top dose mostly 57.1 µM), for the others: at the top dose activity change, negative = inhibition; also: potency is read from the fitted curve at half-maximal effect; % is scaled to controls: 0 for no effect and ±100 for the full control effect
#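 Reconstituted *E. coli* holoenzyme (0.35 nM Pol III, 1 nM beta, 154 nM SSB, 2 nM primase) was preincubated with compound for 15 min at RT. Synthesis on 1.4 nM ssM13Gori ran 35 min, then was stopped with PicoGreen/EDTA and read as dsDNA fluorescence.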
# HADH2 inh = inhibitors of human HADH2 dehydrogenase; Q99714; recombinant HADH2, NADH fluorescence, beta-hydroxybutyryl-CoA; Potency, µM (highest dose often 57.1 µM), inactives show top-dose activity change, negative = inhibition, most hits filed as inhibitors; 73,000 tested, 3.4% active; AID 886; also: potency is read from the fitted curve at half-maximal effect; % is scaled to controls: 0 for no effect and ±100 for the full control effect; nearly all actives have a fitted effect of over 60% in size; many of its hits are not listed in these tables
# Target sequence (Q99714 whole entry, looked up, one chain of several): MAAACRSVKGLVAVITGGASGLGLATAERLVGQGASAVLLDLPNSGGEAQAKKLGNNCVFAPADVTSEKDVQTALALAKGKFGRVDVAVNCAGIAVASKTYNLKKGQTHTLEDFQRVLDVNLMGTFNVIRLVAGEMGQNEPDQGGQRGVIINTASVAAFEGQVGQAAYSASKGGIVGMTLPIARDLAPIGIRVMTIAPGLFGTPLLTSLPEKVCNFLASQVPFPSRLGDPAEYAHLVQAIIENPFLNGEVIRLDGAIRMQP
#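 His-tagged recombinant enzyme from E. coli, 20 nM, preincubated 15 min RT with compound; reaction started with 1 mM NAD+ and 90 uM beta-hydroxybutyryl-CoA in 100 mM Tris-HCl pH 9.0. NADH fluorescence (ex 360/em 450) read over 4 min; last-minus-first difference.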
# USP2a inhib = inhibitors of human ubiquitin-specific protease USP2a. USP2a enzymatic assay, qHTS inhibition. AID 927. Potency, µM (highest dose often 38.3 µM), inactives show at the top dose activity change, negative = inhibition, hits mostly inhibitors. O75604. 60,000 tested, 0.1% active;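 also: potency is read from the fitted curve at half-maximal effect; nearly all actives have a fitted effect of over 60% in size; plate controls were DMSO for no effect and NEM full inhibition control for full effect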
# Target sequence (O75604 whole entry, looked up): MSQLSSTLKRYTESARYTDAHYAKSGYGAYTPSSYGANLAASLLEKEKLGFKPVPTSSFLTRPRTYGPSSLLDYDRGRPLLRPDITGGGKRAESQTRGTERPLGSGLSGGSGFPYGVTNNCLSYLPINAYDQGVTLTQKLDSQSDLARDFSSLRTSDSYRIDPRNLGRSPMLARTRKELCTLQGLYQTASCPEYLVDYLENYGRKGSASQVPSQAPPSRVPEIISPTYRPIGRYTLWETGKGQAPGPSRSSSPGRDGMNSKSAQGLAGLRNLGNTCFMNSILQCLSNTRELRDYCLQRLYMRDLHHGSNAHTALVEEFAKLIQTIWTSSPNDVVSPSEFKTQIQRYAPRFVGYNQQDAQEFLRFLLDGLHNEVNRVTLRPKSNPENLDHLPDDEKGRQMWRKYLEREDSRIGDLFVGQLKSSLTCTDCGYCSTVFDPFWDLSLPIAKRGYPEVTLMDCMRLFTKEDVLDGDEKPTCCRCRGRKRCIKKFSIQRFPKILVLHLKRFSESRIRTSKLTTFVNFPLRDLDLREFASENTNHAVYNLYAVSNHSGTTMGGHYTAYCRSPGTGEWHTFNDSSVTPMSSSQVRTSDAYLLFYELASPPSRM
#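 20 nM USP2 core + cpd, 30 min RT; add 20 nM Ub-PLA2/20 uM NBD C6-HPC; read Ex460/Em535 at 0 h and 2.5 h. Normalized to NEM; qHTS curve fit/classification.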
# Rhodamine fluor = rhodamine region autofluorescence; Rhodamine-region fluorescence, 547/598 nm, Tris buffer; stronger effect = higher value; max dye-equivalent concentration, M; 59,000 tested, 0.05% active; in the data active = max dye-equivalent concentration above about 11 nM; inconclusive = between about 1.1 nM and that limit
#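 Compounds in 100 mM Tris buffer, pH 8.0, were incubated 15 min at room temperature, then read at 547 nm excitation and 598 nm emission. Fluorescence was normalized against a per-plate six-point rhodamine standard curve as dye-equivalent concentration.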
# Caspase-1 inhib = caspase-1 (human) inhibition, allosteric or competitive; P29466; Caspase-1 enzyme, Ac-WEHD-AFC fluorogenic rate; Potency, µM (series often up to 57.5 µM), inactives show top-dose activity change, negative = inhibition, hits mostly inhibitors; 75,000 tested, 0.03% active;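 also: potency is read from the fitted curve at half-maximal effect; plate controls were vehicle for no effect and no substrate for full effect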
# 15-hLO inh = 15-hLO (ALOX15) enzyme inhibition; P16050; purified 15hLO-1, xylenol orange hydroperoxide absorbance; Potency, µM (highest dose often 57.1 µM), for the others: top-dose activity change, negative = inhibition, most hits filed as inhibitors; 74,000 tested, 1.4% active; AID 887; also: potency is read from the fitted curve at half-maximal effect; % is scaled to controls: 0 for no effect and ±100 for the full control effect; nearly all actives have a fitted effect of over 55% in size
#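 40 nM 15hLO-1 + cpd, 15 min RT; start w/ 50 uM AA (final), 6 min RT; stop/detect w/ 200 uM XO + 300 uM Fe(II) in 50 mM H2SO4, 30 min; A573/A405. Buffer 25 mM Hepes pH 7.5, 0.01% Triton X-100. No-enzyme wells as negative control.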
# Tau fil binding = binders of human tau filaments. P10636. recombinant tau filaments, thioflavin S fluorescence, 15 h; filaments grown with octadecylsulfate alongside compound. Potency, µM (top dose mostly 57.1 µM), for the others: at the top dose activity change, negative = inhibition. 71,000 tested, 2% active. AID 596;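 also: potency is read from the fitted curve at half-maximal effect; % is scaled to controls: 0 for no effect and ±100 for the full control effect; actives lower thioflavin S fluorescence by blocking filaments or displacing dye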
#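 Quantitative HTS: thioflavine S signal from ODS-induced tau filaments, excited at 450 nm, emission 510 nm. Conditions: 1 uM tau, 30 uM ODS, 15 h at 37 C, pH 7.4.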
# Casp7 inh = allosteric or competitive inhibitors of human caspase-7; P55210; recombinant caspase-7, Ac-DEVD-AFC fluorescence rate; Potency, µM (top dose mostly 57.5 µM), for the others: at the top dose activity change, negative = inhibition, most hits filed as inhibitors; 75,000 tested, 0.02% active; AID 889; active = well fitted inhibition curve with a large enough effect in the main read-out, with a control signal flat, not every such curve was filed as active; inconclusive = small, poorly fitted or top-dose-only effect, or a change in a side signal; also: potency is read from the fitted curve at half-maximal effect; % of control where 0% means no effect
# Numbers without * were called inactive; i = inactive; ? = inconclusive; nt = not tested or not shown; & = joins results of further samples; [ ] = another dose, or the depositor's remark. Unless noted, calls follow the shape of the dose curve; as a rule, active = well fitted curve in the direction sought with a large enough effect; inconclusive = small, poorly fitted or top-dose-only effect, or another doubt; inactive = no such curve, though single readings can be large; an effect the other way counts as inactive or inconclusive. The list is partial; the hit share may differ from the screen's.
SMILES,BRCT PPI green,BRCT PPI red,HEK293 cAMP ctrl,DNA Pol III inh,HADH2 inh,USP2a inhib,Rhodamine fluor,Caspase-1 inhib,15-hLO inh,Tau fil binding,Casp7 inh
Cc1cccc(-n2nnnc2SCC(=O)c2cc(C)n(Cc3ccco3)c2C)c1,3.5%,0.3%,21%,-5%,-2%,22%,i,-2%,-22%,i,-11%
CCOC(=O)c1c(C)[nH]c(C(=O)OCC(=O)N2CCN(S(=O)(=O)c3ccccc3)CC2)c1C,-1.0%,-0.4%,5%,-2%,14%,22%,i,-2%,0%,1%,-2%
C1N2CN3CN1CN(C2)C3,-1.0%[3.08 µM],-1.7%,nt,nt,nt,-12%,nt,0%,6%,nt,3%
Clc1ccccc1-c1nc(-c2cccnc2)no1,0.9%,-0.3%,19%,0%,5%,4%,i,0%,-2%,14%,1%
Oc1[nH]c2ccccc2c1C1=NCCCC1,-1.8%,1.1%,-31%[inhibitor],-1%,-26%,0%,i,-3%,-7%,-6%,-1%
CC(=O)/C(C[N+]1(C)CCCCC1)=N\O,0.9%,-0.4%,?,5%,-2%,-6%,i,-2%,4%,1%,1%
CN1CCN(CCCNC(=O)Cn2ncc3c4ccccc4n(C)c3c2=O)CC1,-1.1%,-2.1%,4%,-9%,-8%,nt,nt,1%,4%,10%,0%
COc1ccc(CCC(=O)Nc2nc3c(s2)CN(C)CC3)cc1OC,-0.7%,0.4%,4%,4%,14%,8%,i,-5%,?,-17%,-4%
CC(=O)Nc1ccc2nc(-c3cccnc3)[nH]c2c1,-0.3%,2.0%,-4%,-4%,-3%,3%,i,-1%,1%,9%,2%
CC(=O)OCC(=O)[C@@]1(O)CCC2C3CCC4=CC(=O)CC[C@]4(C)C3C(O)C[C@]21C (stereo partly drawn),-0.2%[3.08 µM],0.0%,nt,nt,nt,-5%,nt,-1%,-1%,nt,2%
NC(=O)C1CCCN(Cc2ccc(Cl)cc2)C1 (stereo not drawn),-3.5%,-0.3%,4%,-4%,1%,-5%,nt,-1%,-14%,-7%,0%
CCOC(=O)N1CCN(C(=O)CSc2nnc(-c3c[nH]c4ccccc34)n2CCOC)CC1,-0.3%,0.6%,-1%,0%,5%,12%,i,-3%,10%,0%,-2%
Clc1ccc(-c2nnc(-c3ccc(Br)o3)o2)c(Cl)c1,-1.1%,-0.7%,13%,-4%,74%[activator],1%,nt,1%,-1%,342%,-7%
CCC(C)(C)NC(=O)C(c1ccccc1F)N(Cc1ccco1)C(=O)Cn1nnc2ccccc21 (stereo not drawn),0.0%,0.7%,16µM*,3%,-10%,nt,i,-3%,1%,1%,2%
CN1CCN(C(=O)c2ccccc2-c2nc(-c3ccccc3)no2)CC1,-0.7%,-0.1%,26%,2%,11%,15%,i,-2%,-2%,3%,1%
O=C(NCCN1CCOCC1)c1noc2c1CCc1ccccc1-2,1.6%,-1.1%,?,-2%,-7%,-15%,i,-1%,-1%,11%,0%
CCCC1(CCC)NC(=O)N(CC(=O)Nc2ccccc2OC)C1=O,-1.6%,-0.3%,7%,-6%,-1%,7%,i,0%,5%,14%,1%
Cn1c(=O)c2c(nc(SCC(=O)Nc3ccccc3N3CCCCC3)n2C)n(C)c1=O,-0.2%,-0.9%,?,-3%,0%,44%[activator],i,2%,8%,8%,-1%
CCn1c(SCC(=O)Nc2ccccc2-c2ccccc2)nnc1-c1ccoc1C,0.8%,-1.1%,?,2%,10%,19%,i,1%,-2%,6%,-1%
C/C=C(\C)c1nnc(NC(=O)c2ccco2)s1,-2.0%,-1.8%,?,-6%,-16%,-16%,i,-2%,-7%,6%,1%
COc1ccc(CNc2ccc(-c3ccc(OC)cc3)nn2)cc1,-0.9%,0.9%,-5%,-3%,10%,1%,i,-3%,-5%,1%,0%
CCOC(=O)N1CCC(Nc2c(NCCN3CCN(c4cccc(Cl)c4)CC3)c(=O)c2=O)CC1,-2.8%,1.7%,1%,-4%,-4%,nt,nt,-3%,7%,43%,0%
CCCc1ccc(C(C)NC(=O)c2cnccn2)cc1 (stereo not drawn),-0.4%,0.3%,5%,-4%,11%,29%,i,0%,-4%,-10%,-1%
Cc1ccc(C)c(NC(=O)CSc2nnc(CSc3nc(C)cc(C)n3)n2Cc2ccco2)c1,-0.4%,0.3%,26%,-7%,7%,72%[activator],i,-3%,5%,17%,1%
COC(=O)CN1C(=O)CC(C)(C)S(=O)c2ccccc21 (stereo not drawn),-2.3%,-0.9%,-1%,-9%,8%,nt,nt,0%,9%,-11%,-2%
N#CCCn1c(=O)c(-c2ccc(Cl)cc2)nc2cnc(Oc3ccccc3)nc21,-2.4%,-0.3%,-9%,-13%,15%,123%[activator],i,?,3%,-4%,-24%
CC(c1ccco1)N(C(=O)COc1ccc(Cl)cc1Cl)c1ccccn1 (stereo not drawn),-0.5%,-1.1%,25µM*,-7%,1%,-1%,i,-2%,4%,10%,-4%
O=C1CCCCCN1Sc1ccccc1,0.2%,0.0%,-16%,-5%,?,2%,i,0%,-20%,2%,0%
CN(C)S(=O)(=O)N(Cc1ccc(Br)cc1)c1ccccc1,0.1%,0.2%,?,-6%,1%,4%,i,-3%,-4%,-16%,-1%
CC(C)c1ccc(/C(C(=O)O)=C(\O)C(=O)O)cc1,-1.5%[15.4 µM],-0.3%[15.4 µM],3%[11.4 µM],-4%[11.4 µM],-7%[11.4 µM],nt,i,-2%[11.5 µM],-1%[11.4 µM],-8%[11.4 µM],1%[11.5 µM]
COc1cc(NC(=O)CN(c2ccc(C)cc2)S(=O)(=O)c2c(C)n[nH]c2C)cc(OC)c1,0.4%,1.3%,1%,-2%,-6%,34%[activator],i,-3%,0%,4%,0%
CO[C@H]1COC(=O)C/C=C\[C@H](C)[C@@H](OC)COC(=O)[C@@H](C)NC(=O)C/C=C\[C@@H]1C,-0.3%[15.4 µM],1.7%[15.4 µM],1%[11.4 µM],nt,-8%[11.4 µM],nt,nt,-1%[11.5 µM],7%[11.4 µM],nt,0%[11.5 µM]
O=C1CC(c2ccccc2)Cc2nc(NCc3ccco3)ncc21 (stereo not drawn),-0.4%,0.5%,19%,-4%,32µM*,-2%,i,-1%,2%,-4%,-1%
O=C(O)C1CCNCC1,-1.6%&-1.4%,0.9%&0.7%,?,-1%,-9%&12%,-2%,i,-3%&-1%,1%&3%,-1%,2%&2%
O=C(NCc1cccnc1)c1ccc(CS(=O)(=O)c2ccc(Br)cc2)o1,-2.4%,0.5%,?,-4%,5%,nt,nt,-2%,0%,17%,0%
O=P1(Nn2cnnc2)C=C(c2ccccc2)OC(c2ccccc2)=C1,2.3%,-1.3%,6%,-5%,2%,3%,i,0%,9%,6%,5%
C=C[C@@]1(C)CC(=O)[C@@]2(O)[C@@]3(C)[C@H](O)CCC(C)(C)[C@@H]3[C@H](O)[C@H](OC(C)=O)[C@]2(C)O1,1.1%,-1.3%,0.5µM*,1%,-4%,6%,i,2%,-7%,-8%,2%
CC(=O)Nc1ccc(N2S(=O)(=O)c3ccccc3S2(=O)=O)cc1,-1.6%,-2.6%,-8%,-7%,4%,-11%,i,1%,-2%,7%,1%
O=C(NCC1CCCO1)c1ccccc1-c1nc(-c2ccccc2)no1 (stereo not drawn),0.2%,0.9%,24%,9%,-2%,9%,i,-1%,-9%,-9%,0%
CCOC(=O)c1c(NC(=O)c2nn(CC)cc2Br)c(C#N)nn1-c1ccccc1,2.6%,0.9%,14%,1%,-1%,32%[activator],i,-1%,1%,-8%,1%
COCCOC(=O)C1=C(C)N=C2SCCC(=O)N2C1c1ccc(OC(=O)c2ccco2)cc1 (stereo not drawn),-2.2%,-0.3%,15%,-5%,-3%,3%,nt,-4%,-3%,6%,-1%
COc1ccc(-c2cnc(N)nc2-c2ccc(OC)cc2O)cc1,-1.9%,0.1%,?,-4%,2%,27%,i,-5%,-18%,?,-1%
COC(=O)c1c(C)c2c(c(C)c1O)OC(=O)c1c(C)c(Cl)c(O)c(Cl)c1O2,0.5%[3.08 µM],-1.0%,nt,nt,nt,-3%,nt,-2%,-13%,nt,-2%

# Screening results (PubChem)
